Screening data (PubChem)
TDP2 absorb: TDP2 (human) inhibition, absorbance primary screen; recombinant TDP2, T5PNP hydrolysis, p-nitrophenol absorbance 415 nm; O95551; 0.34% of 370,000 active; inhibition, % at 12.8 µM;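 active = inhibition above the mean of all tested compounds plus 3 SD, set per campaign, cut at about 25% in these data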;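 note: 0% = DMSO with enzyme and 100% = buffer with substrate but no TDP2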
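Evaluation: % inhibition relative to enzyme-containing and enzyme-free wells. Material: recombinant human TDP2. Benchmarks: enzyme-free and DMSO wells. Timing: enzyme reaction with compound for 2 h at 37 °C. Compound dosing: 12.8 µM only. Measured by: p-Nitrophenol epi absorbance. Reagent: T5PNP substrate at 5 mM, a TopII-DNA adduct mimic. Replication: single well per compound.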
ADAM10 inh: ADAM10 inhibition, QFRET primary screen | recombinant ADAM10, EDANS/DABCYL FRET peptide cleavage, 3 h | inhibition, % at 7 µM | 0.62% of 370,000 active;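 active = inhibition above a per-campaign cutoff equal to the mean of compounds falling between control-based bounds plus 3 SD, cut at about 20% in these data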;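 note: 0% = DMSO wells while the 100% control is not disclosed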
ADAM17 inh: inhibitors of human ADAM17; recombinant ADAM17, EDANS/DABCYL FRET peptide cleavage; P78536; AID 720648; inhibition, % at 6.95 µM; 0.83% of 370,000 active;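 active = inhibition above the mean of compounds lying between control limits plus 3 SD, set per campaign, cut at about 8.5% in these data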;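 note: 0% = DMSO-only wells as the low control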
Target sequence (P78536 215-824 limits assumed): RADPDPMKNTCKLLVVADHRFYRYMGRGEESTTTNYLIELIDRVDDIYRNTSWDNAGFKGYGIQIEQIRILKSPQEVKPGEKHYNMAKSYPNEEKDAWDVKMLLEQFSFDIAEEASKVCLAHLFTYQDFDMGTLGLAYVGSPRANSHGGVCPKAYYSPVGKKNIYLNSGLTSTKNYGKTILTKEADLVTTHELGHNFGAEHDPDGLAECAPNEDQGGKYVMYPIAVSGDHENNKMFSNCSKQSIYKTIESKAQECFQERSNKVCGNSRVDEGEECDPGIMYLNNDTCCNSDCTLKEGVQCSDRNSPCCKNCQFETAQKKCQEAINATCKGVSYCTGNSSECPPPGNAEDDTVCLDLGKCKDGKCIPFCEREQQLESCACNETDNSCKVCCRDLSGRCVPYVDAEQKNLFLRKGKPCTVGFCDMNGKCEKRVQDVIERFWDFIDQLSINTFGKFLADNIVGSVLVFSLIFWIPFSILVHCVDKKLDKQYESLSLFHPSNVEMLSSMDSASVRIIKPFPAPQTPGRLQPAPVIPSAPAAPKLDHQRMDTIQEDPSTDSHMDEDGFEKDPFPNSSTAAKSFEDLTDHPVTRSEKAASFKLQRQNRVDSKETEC
KLK7 zymogen act: activators of human kallikrein-7 zymogen; P49862; purified proKLK7, EDANS-DABCYL substrate fluorescence; 100% is mature enzyme control, 0% vehicle; activation, % at 7 µM; 0.9% of 370,000 active; AID 652039;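 active = activation above the mean of all tested compounds plus 3 SD, computed per campaign excluding outliers beyond control limits, cut at about 13% in these data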
Target sequence (P49862 whole entry, looked up): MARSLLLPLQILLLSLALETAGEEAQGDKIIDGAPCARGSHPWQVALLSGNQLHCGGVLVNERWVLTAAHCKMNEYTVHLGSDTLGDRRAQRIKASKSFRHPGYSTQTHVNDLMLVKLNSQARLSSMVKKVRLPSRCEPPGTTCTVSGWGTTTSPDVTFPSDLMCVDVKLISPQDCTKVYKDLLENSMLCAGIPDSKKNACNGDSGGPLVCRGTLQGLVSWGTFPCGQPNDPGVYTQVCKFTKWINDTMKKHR
DDE Tn6 FP inh: inhibitors of Tn6 peptide binding to human fibrin DD(E) | P02675 | inhibition, % at 8.3 µM | 0.21% of 370,000 active | AID 720509 | Fibrin DD(E) TRITC-Tn6 fluorescence polarization displacement;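 active = inhibition above a per-campaign cutoff: mean of compounds within control limits plus 3 SD, cut at about 15% in these data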;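 note: 0% = median of all compound wells on the plate and 100% = blocking peptide control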
LEDGF integ inh: blocks HIV-1 LEDGF/p75-dependent DNA integration | TR-FRET IN-LEDGF/p75 DNA integration, Eu/Cy5 | inhibition, % at 3.7 µM | 0.64% of 370,000 active;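 active = inhibition above the screen-wide mean plus 3 SD, cut at about 13% in these data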;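 note: signal is the Cy5 over europium emission ratio at 671 and 618 nm; 0% = plate median of compound wells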
DDE Tn7 FP inh: disrupts Tn7 cyclic peptide binding to fibrin D-Dimer-E complex | 0.13% of 370,000 active | inhibition, % at 8.3 µM | FP displacement of FITC-Tn7 peptide from fibrin DD(E); 0% = median of compound wells per plate | AID 720508 | P02675;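 active = inhibition above the mean of compounds falling within the control limits plus 3 SD of them, cut at about 14% in these data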;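 note: 0% = plate median of compound wells and 100% = 10 µM Aha-Tn7 peptide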
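Assay system: Fibrin-DD(E) protein isolated from polymerized human fibrin clots; read-out basis: percent inhibition; medium: Tris/NaCl/CaCl2 buffer, pH 7.8; signal: FP measurement; incubation: 10 min plus 3 h, room temperature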
ARFGAP1 inhibitor: inhibits rat ARF GTPase activating protein 1. Arfgap1-stimulated ARF1 GTP hydrolysis, GDP FP detection. 0.26% of 360,000 active. AID 651572. Q62848. inhibition, % at 16.5 µM;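 active = inhibition above a per-plate limit, mean inhibition of low control wells plus 3 SD, cut at about 25% in these data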;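 note: 0% = DMSO wells with enzyme and 100% = wells lacking Arfgap1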
Target sequence (Q62848 1-136 limits assumed): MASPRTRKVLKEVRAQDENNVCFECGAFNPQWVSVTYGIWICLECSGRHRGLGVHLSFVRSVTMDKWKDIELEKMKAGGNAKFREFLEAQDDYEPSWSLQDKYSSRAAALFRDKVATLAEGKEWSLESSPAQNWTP
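Material: rat Arfgap1 GAP domain (His6, aa 1-136), purified enzyme. Also added: human ARF1(Δ1-17)-GTP substrate. Compound dosing: 16.5 µM single point, 1.26% DMSO. Timing: enzyme reaction 120 min at 25 °C after 20 min preincubation. Signal: GDP detection by fluorescence polarization. Read-out basis: percent inhibition of GAP-stimulated GDP formation, scaled between DMSO and no-Arfgap1 medians.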
PLCg1 inh: blocks human PLC-gamma1 enzyme activity; 0.84% of 370,000 active; P19174; purified PLC-gamma1, fluorogenic substrate, fluorescence; inhibition, % at 12.2 µM; in the data active = inhibition above about 9.5%
ASAP1 inh: blocks human ASAP1-stimulated Arf1 GTP hydrolysis; AID 624377; GDP FP detection; Q9ULH1; 0.19% of 360,000 active; inhibition, % at 16.5 µM; in the data active = inhibition above about 25%;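 note: 0% = vehicle with enzyme and substrate and 100% = no enzyme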
Numbers without * were called inactive; i = inactive. Some of the compounds tested. The share of hits here may be higher or lower than overall.

No.	canonical_smiles	TDP2 absorb	ADAM10 inh	ADAM17 inh	KLK7 zymogen act	DDE Tn6 FP inh
1	O=C1NC(=O)C(CCc2ccncc2)(Cc2cccc(Cl)c2Cl)C(=O)N1c1ccc(Br)cc1 (stereo not given)	-10	13	6	1.1	0
2	c1ccc2c(CCNC3CCCCC3)c[nH]c2c1	7	2	-1	0.2	-5
3	C=CCNC(=S)N1Cc2ccccc2-n2nncc2C1	2	-4	-3	0.2	5
4	O=C1NC(=O)C(=Cc2cc(Cl)ccc2OCc2ccc(C(=O)O)cc2)C(=O)N1	-2	-90	-30	-1.0	2
5	CCC(C)N=Cc1c(O)n(-c2ccccc2)c(=O)[nH]c1=O (stereo not given)	6	1	-4	0.4	-6
6	CCOc1cccc(CNC2CN3CCC2CC3)c1 (stereo not given)	2	10	-4	0.6	6
7	O=C(NCCN1CCC2(CC1)C(=O)NCN2c1ccccc1)c1cccnc1Cl	-1	-14	-2	0.4	-1
8	O=C1NC(=O)N(Cc2ccccc2)C(=O)C1Cc1ccccc1 (stereo not given)	9	-7	1	-0.9	4
9	COc1cccc(CN2CCN(Cc3cccc(F)c3)CC2)c1	10	-1	-1	0.3	4
10	CCCCOc1ccc(C(C)=O)cc1Cc1c(O)[nH]c(=S)[nH]c1=O	-6	2	-3	-0.5	-11
11	Cc1ccc2c(c1)CC1(CN2C)C(=O)NC(=O)N(CCc2ccccc2)C1=O (stereo not given)	-9	-9	-3	-0.3	-3
12	COc1ccc(OC)c(C(O)C2CCCCN2)c1 (stereo not given)	-2	4	-5	0.3	9
13	COc1ccc(C(=O)C(Cc2ccccc2)N(C)C)cc1 (stereo not given)	1	-12	-5	-0.1	9
14	O=C(Cc1ccccc1)OCCN1CCOCC1	3	1	0	-1.0	-1
15	Cc1nn(-c2ccccc2)c2c1C(c1ccc3c(c1)OCO3)SCC(=O)N2 (stereo not given)	6	-1	-3	0.2	-3

No.	LEDGF integ inh	DDE Tn7 FP inh	ARFGAP1 inhibitor	PLCg1 inh	ASAP1 inh
1	6	-6	3	5	12
2	1	-1	6	2	-1
3	2	4	-1	1	7
4	0	1	-4	-17	5
5	-1	-6	-8	1	2
6	-4	-2	10	1	5
7	-2	-3	3	4	16
8	-1	0	5	0	-7
9	0	-8	6	3	11
10	-3	-10	12	0	-5
11	-6	0	-3	-1	1
12	-4	5	-8	0	7
13	3	1	-8	-7	-4
14	1	-14	3	-3	0
15	1	3	0	-1	6

Other results.
No.	canonical_smiles	TDP2 absorb	ADAM10 inh	ADAM17 inh	KLK7 zymogen act	DDE Tn6 FP inh
16	COc1ccc(C=C2C(=O)N(C)C(=O)N(C)C2=O)cc1COc1ccc(NC(C)=O)cc1	-4	-1	-4	0.6	5
17	OC(c1ccccc1)(c1ccccc1)C1CCCN1 (stereo not given)	-2	1	-1	0.5	0
18	Cc1ccc(C(O)(C(=O)NNC(=O)CN2CCN(C)CC2)c2ccc(C)cc2)cc1	3	3	-2	-0.7	-1
19	CCCC/C(=N/O)c1c(C)[nH]c2ccccc12	-17	-6	-3	-0.4	-5
20	O=C(NC1CN2CCC1CC2)c1cc(Cl)c([N+](=O)[O-])c2nc[nH]c12 (stereo not given)	5	-6	1	0.7	-8
21	O=C(O)c1ccc(-[n+]2c(-c3ccccc3)cc(-c3ccccc3)cc2-c2ccccc2)cc1	7	-14	-3	2.0	-1
22	CC[C@@H]1c2ccccc2[C@@H]2CC[C@H]1N2c1ccccc1	3	1	-1	0.4	11
23	COC(=O)C(O)(c1c[nH]c2ccccc12)C(F)(F)F (stereo not given)	6	4	-2	-0.2	10
24	Cn1ncc(Cl)c1C(=O)N1CCC2(CC1)OCCO2	-23	3	5	0.7	1
25	O=c1[nH]c(=O)n(Cc2ccccc2)c(O)c1C=NCCN1CCOCC1	-6	14	1	-0.1	-4
26	COc1ccc(NC(=O)[C@@H](NC(=O)N2C[C@H]3C[C@@H](C2)c2cccc(=O)n2C3)C(C)C)cc1	-5	-5	-1	0.3	2
27	CCn1nc(/C=C/c2ccccc2)nc2c(=O)n(C)c(=O)nc1-2	79*	4	-1	0.6	-6
28	Nc1ccc(CC2=NCCN2)cc1	2	-7	-3	-0.4	-6
29	CN(C)c1ccc(/C=C2\C(=O)NC(=O)N(Cc3ccc(F)cc3)C2=O)cc1	4	-10	-1	0.0	0
30	O=P1(NCCCl)OCCCN1CCCl (stereo not given)	6	6	-4	0.2	-6

No.	LEDGF integ inh	DDE Tn7 FP inh	ARFGAP1 inhibitor	PLCg1 inh	ASAP1 inh
16	0	10	-1	-4	0
17	4	-3	7	7	1
18	-1	-3	0	3	4
19	-4	3	14	1	8
20	-4	-7	-1	2	-3
21	-1	-2	-5	-10	-5
22	-1	-7	-6	1	0
23	-2	11	0	4	1
24	5	2	-7	7	5
25	4	-1	11	4	1
26	2	-2	2	4	-10
27	-35	-3	-14	43*	-6
28	-2	-11	4	1	6
29	-6	5	-12	-1	-15
30	2	-2	-6	2	4

Next part.
No.	canonical_smiles	TDP2 absorb	ADAM10 inh	ADAM17 inh	KLK7 zymogen act	DDE Tn6 FP inh
31	CC1CC2CC(=O)CCC2(C)C2CCC3(C)C(O)CCC3C12 (stereo not given)	1	-10	-1	-0.8	4
32	O=C(CN1CC=C(c2ccccc2)CC1)NC(=O)NC1CCCCC1	3	-13	0	0.4	1
33	NC(Cc1ccccc1)c1csc(Nc2ccccn2)n1 (stereo not given)	3	-5	-2	0.1	4
34	O=C(O)C1C2CCC(O2)C1C(=O)NC1CCCCC1 (stereo not given)	0	-1	-1	-0.9	0
35	COc1ccccc1N1CCN(Cc2ccccc2)CC1	4	-2	3	-0.3	6
36	CC[n+]1c(/C=C/C=C/c2ccc(N(C)C)cc2)sc2ccccc21	-3	5	-1	0.2	73*
37	O=C(O)C(O)(c1ccccc1)C1CCCC1 (stereo not given)	-10	-13	3	0.3	-4
38	Cn1c(=O)cc(SCC(=O)N2CCC3(CC2)OCCO3)c2ccc(Cl)cc21	2	-17	-5	-0.2	10
39	CN1CCC(N(C)c2ccc(C(N)=O)cc2[N+](=O)[O-])CC1	13	1	0	-0.3	-11
40	C[C@H]1CCC[C@H](O)CCCCCc2cc(O)cc(O)c2C(=O)O1	-6	6	-3	1.1	-1
41	COc1ccc(CN2CCN(C(=O)COc3cccc(C)c3)CC2)c(OC)c1	-1	-2	-3	-0.5	-2
42	CN1CCN(c2ccc([N+](=O)[O-])c(NCc3ccco3)c2)CC1	4	-7	-3	0.2	-9
43	CCOC(=O)C(O)(c1cn(C)c2ccccc12)C(F)(F)F (stereo not given)	14	7	-1	-0.5	8
44	c1ccc2c(N3CCNCC3)cccc2c1	-17	-12	-8	-1.1	-6
45	NC(N)=Nc1ccc2[nH]c3c(c2c1)C[C@@]1(O)[C@H]2Cc4ccc(O)c5c4[C@@]1(CCN2CC1CC1)C3O5 (stereo not given in full)	-4	-11	-1	0.1	-3

No.	LEDGF integ inh	DDE Tn7 FP inh	ARFGAP1 inhibitor	PLCg1 inh	ASAP1 inh
31	-2	4	0	1	-6
32	-1	0	3	-4	8
33	10	7	0	-5	-2
34	1	3	-1	3	-3
35	2	-1	0	3	-2
36	-24	-2	107*	-6	98*
37	0	-3	-4	7	-2
38	2	2	8	-3	2
39	0	-4	4	3	-8
40	0	3	-2	-1	17
41	1	-7	14	1	6
42	-5	-1	9	-2	0
43	1	1	0	-2	11
44	2	0	-2	2	-4
45	-4	2	-10	0	3

Reprinted from the part before: six entries; new compounds follow.
No.	canonical_smiles	TDP2 absorb	ADAM10 inh	ADAM17 inh	KLK7 zymogen act	DDE Tn6 FP inh
40	C[C@H]1CCC[C@H](O)CCCCCc2cc(O)cc(O)c2C(=O)O1	-6	6	-3	1.1	-1
41	COc1ccc(CN2CCN(C(=O)COc3cccc(C)c3)CC2)c(OC)c1	-1	-2	-3	-0.5	-2
42	CN1CCN(c2ccc([N+](=O)[O-])c(NCc3ccco3)c2)CC1	4	-7	-3	0.2	-9
43	CCOC(=O)C(O)(c1cn(C)c2ccccc12)C(F)(F)F (stereo not given)	14	7	-1	-0.5	8
44	c1ccc2c(N3CCNCC3)cccc2c1	-17	-12	-8	-1.1	-6
45	NC(N)=Nc1ccc2[nH]c3c(c2c1)C[C@@]1(O)[C@H]2Cc4ccc(O)c5c4[C@@]1(CCN2CC1CC1)C3O5 (stereo not given in full)	-4	-11	-1	0.1	-3
46	Cc1ccc(-n2c(/C=C/c3ccc4c(c3)OCO4)nc3ccccc3c2=O)cc1	-8	2	2	0.0	-3
47	Nc1c(C(=O)NC2CCCC2)c2nc3ccccc3nc2n1CC1CCCO1 (stereo not given)	6	i	-418	-64	4
48	COCCCNC(=O)c1c(NC(=O)c2ccco2)n(Cc2ccccc2)c2nc3ccccc3nc12	5	i	-299	-14	4
49	NN=C(N)N	-2	8	1	-0.2	-1
50	CC1CCOC(=O)C=CC=CC(=O)OC2CC3OC4C5OC5(C)C(O)CC4(COC(=O)C1O)C2(C)C31CO1 (stereo not given)	10	-14	-2	0.5	1
51	COc1ccc(NC(=O)c2c(C)nn(Cc3ccccc3Cl)c2Cl)cc1Cl	-7	-2	0	-0.1	-5
52	FC(F)(F)c1cccc(C2NCc3ccccc3-n3cccc32)c1 (stereo not given)	-6	0	4	0.1	6
53	CC[C@H]1CN2CCC1C[C@@H]2[C@H](O)c1ccnc2ccc(OC)cc12 (stereo not given in full)	8	-80	-28	0.9	10

No.	LEDGF integ inh	DDE Tn7 FP inh	ARFGAP1 inhibitor	PLCg1 inh	ASAP1 inh
40	0	3	-2	-1	17
41	1	-7	14	1	6
42	-5	-1	9	-2	0
43	1	1	0	-2	11
44	2	0	-2	2	-4
45	-4	2	-10	0	3
46	3	-5	-7	-19	-11
47	2	-3	13	i	6
48	-3	7	5	-212	7
49	5	4	1	6	3
50	-5	6	-6	2	-4
51	2	2	1	2	-4
52	-4	3	16	0	5
53	-2	7	3	-6	4
